Lipid storage S3 = qHTS Assay for Lipid Storage Modulators in Drosophila S3 Cells | Drosophila S3 cells, BODIPY lipid droplet fluorescence, 18-24 h; cells fed with added oleic acid | lipid storage change, negative = inhibition, % at the top dose, mostly 46.1 µM; hits show Potency in µM | actives 0.64% (n = 320,000) | AID 2685, 2010; active = well fitted inhibition curve with a large enough effect in the signal ratio, with a control signal flat, not every such curve was filed as active; inconclusive = small, poorly fitted or top-dose-only effect, or effect the other way, or a change in a side signal; the % refers to the signal ratio
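Drosophila S3 cells got compounds at several concentrations plus oleic acid (400 uM solution). Laser-scanning cytometry with 488 nm excitation read lipid droplets at 500-530 nm and cells at 575-640 nm. Percent activity was relative to 20 uM Triacsin C.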
Lipid storage S3 cell count max = recorded beside Lipid storage S3, whose call it bears; cell number change, %; measured here: cell count max response;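 cells counted by Cell Tracker Red CMTPX staining in the red channel; peak over a dose series mostly up to 46.1 µM; percent activity relative to internal control wells on each plate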
The depositor's hits bear a star; i = inactive; ? = inconclusive; nt = not tested or not shown; [ ] = remark or other dose. % is set by controls: 0 for no effect and ±100 for the full control effect; potency is the fitted concentration of half-maximal effect.

SMILES	Lipid storage S3	Lipid storage S3 cell count max
COc1ccc(S(=O)(=O)Nc2ccc(NC(C)=O)cc2)cc1	14%	29
COc1ccc(C(=O)c2no[n+]([O-])c2C(=O)c2ccc(OC)cc2)cc1	?	nt
COc1cccc(CNC(=O)COc2cccc3c2OC(C)(C)C3)c1	i	nt
Nc1nc(N2CCCCC2)c(C=O)c(N2CCCCC2)n1	-3%	7
CCN(CC(=O)NC(C)C)C(=O)Cc1ccc(C)c(C)c1	12%	nt
COc1ccc(-n2nc(C(=O)NCC(=O)NCC3CCCO3)c3ccccc3c2=O)c(OC)c1 (configuration not stated)	8%	12
COc1ccc(-c2nnc(SCc3ccc(C(=O)O)cc3)o2)cc1OC	?	nt
CSc1ccc(NC(=O)NCCN2CCc3ccccc3C2)cc1	?	nt
O=C1c2ccccc2C(=O)c2c1cccc2N1CCN(Cc2ccccc2)CC1	18µM*	nt
Cc1cc(C)n2nc(SCC(=O)c3cc(C)n(-c4cc(C)on4)c3C)nc2n1	?	nt
COc1cc(NC(=O)c2ccccc2F)c(OC)cc1NC(=O)CN1CCOCC1	?	nt
CC(C)c1ccccc1-n1c(SCc2cc(=O)oc3ccc4ccccc4c23)nnc1-c1cccnc1	?	nt
O=C1c2ccccc2NC2(CCCC2)N1N=C1CCCC1	?	nt
O=C(O)c1ccc(NCc2nc3ccccc3n2CCOc2ccccc2Cl)cc1	?	nt
O=C(NCCC(=O)N(Cc1ccco1)Cc1cccs1)c1ccc(Br)cc1	?	nt

Complete entries as entered above. Values in the order: Lipid storage S3	Lipid storage S3 cell count max
`CSc1ccc(NC(=O)NCCN2CCc3ccccc3C2)cc1` as listed: ?	nt
`CC(C)c1ccccc1-n1c(SCc2cc(=O)oc3ccc4ccccc4c23)nnc1-c1cccnc1` as listed: ?	nt
`O=C1c2ccccc2C(=O)c2c1cccc2N1CCN(Cc2ccccc2)CC1` as listed: 18µM*	nt

Back to the main list; the 3 compounds before the break are reprinted first.
SMILES	Lipid storage S3	Lipid storage S3 cell count max
O=C1c2ccccc2NC2(CCCC2)N1N=C1CCCC1	?	nt
O=C(O)c1ccc(NCc2nc3ccccc3n2CCOc2ccccc2Cl)cc1	?	nt
O=C(NCCC(=O)N(Cc1ccco1)Cc1cccs1)c1ccc(Br)cc1	?	nt
Cc1ccc(S(=O)(=O)NCCOCCNS(=O)(=O)c2ccc(C)cc2)cc1	?	nt
CCOc1cc(/C=N/n2cnnc2)ccc1OS(=O)(=O)c1ccccc1	-1%	20
CCC(=O)Nc1nnc(C)s1	6%	21
O=C(CN1C(=O)CCS(=O)(=O)c2ccccc21)NCCc1ccccc1	?	nt
CC(OC(=O)CCCN=C1NS(=O)(=O)c2ccccc21)C(=O)NC1CCCCC1C (configuration not stated)	?	nt
CCCCn1c(N)c(N(CC(C)C)C(=O)c2cccc(S(=O)(=O)N3CCN(C)CC3)c2)c(=O)[nH]c1=O	?	nt
COc1ccc(NS(=O)(=O)c2cc(C(=O)OC(C)C(=O)N3CCOCC3)ccc2Cl)cc1 (configuration not stated)	?	nt
COc1cc(OC)cc(C(=O)Nc2ccc(CN3CCCCC3)cc2)c1	?	nt
O=C(O)c1c(Cl)c(Cl)c(Cl)c(Cl)c1C(=O)N1CCCC1	?	nt
CCC(=O)c1ccccc1OCCCN1CCC(Cc2ccccc2)CC1	?	nt
COc1ccc(NC(=O)Nc2ccc(Br)c(C)c2)cc1	?	nt
COc1ccc(C2Nc3ccccc3C(=O)N2NS(=O)(=O)c2ccccc2)c(OC)c1 (configuration not stated)	i	28
CC(=O)c1cccc(NS(=O)(=O)c2ccc(C(=O)Nc3ccccc3)cc2)c1	?	nt
COc1ccc(S(=O)(=O)NCc2ccco2)cc1C(=O)N1CCCCC1	?	nt
CC(=O)NC12CC3CC(C1)CC(C(=O)OCC(=O)Nc1ncc(Cl)cc1Cl)(C3)C2	-10%	-17

In the list so far, 2 contain a furan ring, fused or not.
SMILES	Lipid storage S3	Lipid storage S3 cell count max
O=C(NCCC(=O)N(Cc1ccco1)Cc1cccs1)c1ccc(Br)cc1	?	nt
COc1ccc(S(=O)(=O)NCc2ccco2)cc1C(=O)N1CCCCC1	?	nt

(cont.)
SMILES	Lipid storage S3	Lipid storage S3 cell count max
Cc1cc(C)c2cc(CN(Cc3cccnc3)C(=O)c3ccc(F)cc3)c(Cl)nc2c1	0%	-1
Cc1nn(CC(=O)Nc2ccc(N(C)C)cc2)c(C)c1[N+](=O)[O-]	i	-14
O=C(c1ccccc1)N1N=C(c2ccccc2)CC1c1cccs1 (configuration not stated)	?	nt
O=C(CSc1cccc2cccnc12)N1CCCC1	i	nt
COCCN(C(=O)CSc1nnc2cc(C)c3ccccc3n12)c1c(N)n(Cc2ccccc2)c(=O)[nH]c1=O	-29%	nt
Cc1cccc(NC(=O)CN2C(=O)COc3ccc(Cl)cc32)c1	i	-6
Cn1ccnc1SCC(=O)Nc1cc(F)ccc1F	-4%	0
COCCNC(=S)N(CCO)Cc1cc2cc3c(cc2[nH]c1=O)OCO3	-1%	0
Cc1ccccc1NS(=O)(=O)c1cc2c(cc1C)NC(=O)CO2	?	nt
Cn1cccc1Cc1nnc(SCC(=O)NCc2ccccc2Cl)n1-c1ccc(F)cc1	-13%[9.22 µM]	1
Cc1ccc(S(=O)(=O)N2CCC(C(=O)NN3CCCCC3)CC2)cc1	1%	16
Cc1cc(C)cc(N(CC(=O)NCc2ccco2)C(=O)c2snc(C(N)=O)c2N)c1	?	nt
NC(=O)c1nsc(C(=O)N(Cc2ccco2)C(C(=O)NCc2ccccc2)c2ccc(O)cc2)c1N (configuration not stated)	?	nt
CCOC(=O)c1c(C)[nH]c(N=Nc2cccc(OC)c2)c1C	?	nt
CCc1ccc(NC(=O)CCC(=O)c2ccccc2)cc1	5%	9
COc1ccc(NC(=O)c2ccc3snnc3c2)cc1	1%	-13
CC(OC(=O)CC1CC2CCC1C2)C(=O)Nc1cccc(S(=O)(=O)N2CCOCC2)c1 (configuration not stated)	?	nt
Cc1c(N(C(=O)c2ccccn2)C2(C(=O)NC3CCCC3)CCCCC2)c(=O)n(-c2ccccc2)n1C	-2%	3
COC(=O)c1ccc(CN2C(=O)NC(CC(C)C)C2=O)cc1 (configuration not stated)	?	nt
Oc1ccc2ccccc2c1C=Nc1ccccc1-c1nc2ccccc2[nH]1	?	nt
Cn1c(N=NC(=O)c2ccccc2)c(O)c2ccccc21	?	nt
CC(=O)N/C(=C\c1cccs1)C(=O)O	3%	2
Cc1ccc(S(=O)(=O)N2CCN(CCOc3cccc(C)c3)CC2)cc1	7%	-8
O=C(Cc1cccs1)Nc1cccc(C(=O)Nc2ccc(C(=O)O)cc2)c1	?	nt
Cc1ccc(C)c(C(=O)CSc2nnnn2-c2cccnc2)c1	?	nt
Cc1cccc(NC(=S)NC(=O)c2ccco2)c1C	22%	-6
O=C(Nc1cc([N+](=O)[O-])ccc1O)c1cccc([N+](=O)[O-])c1	-6%	3
COC(=O)c1ccc(C2NC(C(=O)O)CS2)cc1 (configuration not stated)	?	nt
CCN(CC)S(=O)(=O)c1cccc(-c2n[nH]c(=S)n2CC(C)C)c1	11%	7
CCC(C)NC(=O)C1(NC(=O)Nc2ccccc2)CCCCC1 (configuration not stated)	?	nt

A few values from the entries so far.
Reading for Cc1ccc(S(=O)(=O)N2CCN(CCOc3cccc(C)c3)CC2)cc1 in Lipid storage S3 cell count max: -8
Reading for CC(=O)N/C(=C\c1cccs1)C(=O)O in Lipid storage S3: 3%

Later entries
SMILES	Lipid storage S3	Lipid storage S3 cell count max
Cc1ccc(S(=O)(=O)N(C)CC(=O)N2CCCC2)cc1	5%	4
CCOc1ccc(C(=O)NNC2CC(=O)N(Cc3ccc(Cl)cc3)C2=O)cc1OC (configuration not stated)	?	nt
Cc1[nH]c2ccc(F)cc2c1CCN(Cc1ccco1)C(=S)NC(C)(C)C	-9%	2
COc1cc2c(cc1OC)C(c1ccc(OC)c(OC)c1OC)CC(=O)N2 (configuration not stated)	?	nt
O=C(COC(=O)c1ccco1)c1ccc(Cl)cc1	?	nt
CCOCCCn1c(=NC(C)=O)c(C#N)cc2c(=O)n3ccccc3nc21	8%	12
CC(O)(CS(=O)(=O)Cc1cccc(C(F)(F)F)c1)C(=O)Nc1cccc(C(F)(F)F)c1 (configuration not stated)	?	nt
CCC(C)N(C(=O)Cn1c(Cl)nc2c1c(=O)n(C)c(=O)n2C)C1CCS(=O)(=O)C1 (configuration not stated)	14%	-10
COc1cc(C(=O)NCC(c2cccs2)N(C)C)cc(Cl)c1OC(C)C (configuration not stated)	-3%	-13
Cn1ccc(C(=O)N/N=C/c2c[nH]c3ccccc23)n1	0%	9
O=C(CSc1nnc2ccccn12)Nc1ncc(Cl)cc1Cl	0%	-12
COC(=O)C1CN(C(=O)COc2ccc(C)c(C)c2)c2ccccc2O1 (configuration not stated)	i	25
O=c1c2c3c(sc2nc(N2CCNCC2)n1-c1cccc(Cl)c1)CCCCC3	?	nt
CC1CN(c2nc3ccccc3nc2C(C#N)C(=O)NC2CCCCC2)CC(C)O1 (configuration not stated)	?	nt
Cc1ccc(O)c(C2=Nc3ccccc3C2(C)C)c1	i	-25
Cc1ccsc1/C=N/NC(=O)Cc1cc(=O)[nH][nH]1	-2%	54
CCS(=O)CC(=O)Nc1c(-c2ccccc2)oc2ccccc2c1=O (configuration not stated)	2%	1
Cc1ccc(C(=O)N[C@H](C(=O)Nc2cc(Cl)cc(Cl)c2)C(C)C)cc1	?	nt
CCc1ccc(Nc2nc(N3CCOCC3)nc(N3CCOCC3)n2)cc1	?	nt
CN(C)Cc1c(C(=O)N/N=C/c2cccs2)nnn1-c1nonc1N	?	nt
CC(C)CC1c2[nH]c3ccccc3c2CCN1CCCn1cccn1 (configuration not stated)	7%	4
N/C(=N\OC(=O)c1cc([N+](=O)[O-])ccc1Cl)c1ccccn1	-2%	9
COc1cc(C(=O)Nc2nc3ccc(S(C)(=O)=O)cc3s2)cc(OC)c1C	?	nt
O=C(Nc1ccc(F)cc1)c1ccc(C(=O)N2CCOCC2)cc1	?	nt
CCOC(=O)N1CCN(Cc2nc(Cc3cccc(F)c3)no2)CC1	?	nt
Cc1ccc(C2=Nn3c(COc4ccc(Cl)cc4)nnc3SC2CC(=O)O)cc1 (configuration not stated)	-6%	3
O=C(COc1ccc(C(=O)NCc2cccnc2)cc1)Nc1cccc(C(F)(F)F)c1	?	nt
COc1ccc(C2C(C#N)=C(C)NC(C)=C2C#N)c(OC)c1	4%	2
Cc1occc1C(=O)N1CCCC(N2CCN(c3cccc(Cl)c3)CC2)C1 (configuration not stated)	12%	nt
COc1ccccc1N1CCN(C(=O)c2cc(-c3ccc(F)cc3)on2)CC1	?	nt
COc1ccc(-n2nnnc2Sc2ccc(S(=O)(=O)N3CCOCC3)cn2)cc1	?	nt
Cc1ccc2nc(-c3ccncc3)cc(C(=O)N3CCOCC3)c2c1	?	nt
O=c1oc2ccccc2c2c1C1O[C@](c3ccsc3)(Cc3c1ccc1ccccc31)O2	-13%[9.22 µM]	1
Cc1ccc(-c2ccc(C(=O)NCCCNC(=O)c3cnccn3)o2)cc1Cl	?	nt
CCOc1ccccc1NC(=O)COc1coc(CN2CCc3ccccc32)cc1=O	?	nt
COc1ccc(/C=N/NC(=O)c2cc(-c3ccccc3)nc3ccccc23)c(C(=O)O)c1OC	i	nt
COC(=O)c1nn(-c2ccc(OC)cc2)c(=O)c2c(N)sc(C)c12	?	nt
CC(C)(C)C1CCc2c(C(=O)NNC(=O)CCCC(=O)O)csc2C1 (configuration not stated)	?	nt
O=C(CCc1nc(-c2ccccc2F)no1)NCCN1CCc2ccccc2C1	?	nt
O=C(CSc1nc(-c2ccco2)cc(C(F)(F)F)n1)Nc1ccccc1C(F)(F)F	?	nt
CSc1nc2c(c(=O)[nH]c(=O)n2C)n1Cc1ccc(Cl)cc1	?	nt
CCOC(=O)c1ccc(NC(=O)c2cccc(S(=O)(=O)N3CCOCC3)c2)cc1	?	nt
CCCCOc1ccc(C(=O)Nc2ccc(S(=O)(=O)Nc3onc(C)c3C)cc2)cc1	?	nt
O=C(OCC(=O)N1CCN(c2ccccc2)CC1)c1cccs1	?	nt
O=C(CSc1ccc2nnc(-c3cccnc3)n2n1)c1ccccc1	?	nt
CC1(NC(=S)Nc2ccc3ccccc3c2)CCS(=O)(=O)C1 (configuration not stated)	0%	5
CCc1ccc2c(CN3CCOCC3)cc(=O)oc2c1	i	12
COc1ccc(NC(=O)Cc2nnc(SCC(=O)NC3CCCCC3)n2C)cc1	13%	18
O=C(CN1C(=O)COc2ccccc21)Nc1ccccc1F	-7%	0
CCOC(=O)N1CCN(C(=S)NC(C)(C)C)CC1	4%	9
CCNc1nc(OCCNS(=O)(=O)c2cc(C)ccc2C)nc(N(C)C)n1	?	nt
c1ccc(Cn2c(-c3ccccc3)nc3nc4ccccc4nc32)cc1	?	nt
Clc1nc(Oc2ccccc2)nc(-c2cn(-c3ccccc3)c3ccccc23)n1	0%	1
CCN1CCN(C(c2cccs2)C(C)NS(=O)(=O)c2ccccc2)CC1 (configuration not stated)	0%	0
COCC(C)n1c(SCC(=O)Nc2oc(C)c3c(C)n[nH]c(=O)c23)nc2ccccc2c1=O (configuration not stated)	-16%	10
Cc1csc(NC(=O)C2CCC(C)(C(=O)O)C2(C)C)n1 (configuration not stated)	9%	-16
Cc1nn(C)cc1CNC(=O)COc1ccc(Cl)cc1Cl	8%	15
CCC(=O)c1ccc(OCC(=O)N2CCc3cc(OC)c(OC)cc3C2)cc1	?	nt
O=C(Nc1ccc2nn(-c3ccccc3)nc2c1)c1cccnc1	?	nt

A portion of the library; the hit share may differ from the screen's.
